# MBD2 DNA inh: blocks human MBD2 binding to methylated DNA; hit rate 0.31% among 370,000; inhibition, % at 4.4 µM; AID 686964; TR-FRET, MBD2 binding to methylated oligonucleotide; in the data active means inhibition above about 13%
# HTRA1 inh: inhibitors of human serine peptidase HTRA1. inhibition, % at 5.96 µM. AID 504803. hit rate 0.5% among 340,000. recombinant HTRA1, FP-rhodamine activity-based probe, fluorescence polarization; in the data active means inhibition above about 36%;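 further: 0% = enzyme with DMSO and 100% = wells lacking enzyme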
# LEDGF integ inh: blocks HIV-1 LEDGF/p75-dependent DNA integration; TR-FRET IN-LEDGF/p75 DNA integration, Eu/Cy5; inhibition, % at 3.7 µM; hit rate 0.64% among 370,000; AID 743269;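 active means inhibition above the screen-wide mean plus 3 SD, cut at about 13% in these data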;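 further: signal is the Cy5 over europium emission ratio at 671 and 618 nm; 0% = plate median of compound wells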
# UHRF1 binding: human UHRF1 methylated DNA binding inhibitors; hit rate 0.75% among 370,000; inhibition, % at 4.4 µM; UHRF1 binding to methylated oligo, TR-FRET; AID 687016; in the data active means inhibition above about 21%;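 further: UHRF1 SRA domain binding a hemimethylated CpG hairpin DNA probe; 0% = median of test compound wells and 100% = reference inhibitor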
# NR1D1 modulator: Rev-erb alpha (human) modulation; hit rate 0.79% among 370,000; P20393; AID 1259318; Rev-erbα–FITC-DNA binding, fluorescence polarization, 90 min; activity, % at 10 µM;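 active means activity above about 14%, limit read from the data; passing the limit was not always enough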;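 further: 0% = DMSO wells with 35 nM protein and 100% = DMSO wells with 750 nM protein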
# Target sequence (P20393 whole entry, looked up): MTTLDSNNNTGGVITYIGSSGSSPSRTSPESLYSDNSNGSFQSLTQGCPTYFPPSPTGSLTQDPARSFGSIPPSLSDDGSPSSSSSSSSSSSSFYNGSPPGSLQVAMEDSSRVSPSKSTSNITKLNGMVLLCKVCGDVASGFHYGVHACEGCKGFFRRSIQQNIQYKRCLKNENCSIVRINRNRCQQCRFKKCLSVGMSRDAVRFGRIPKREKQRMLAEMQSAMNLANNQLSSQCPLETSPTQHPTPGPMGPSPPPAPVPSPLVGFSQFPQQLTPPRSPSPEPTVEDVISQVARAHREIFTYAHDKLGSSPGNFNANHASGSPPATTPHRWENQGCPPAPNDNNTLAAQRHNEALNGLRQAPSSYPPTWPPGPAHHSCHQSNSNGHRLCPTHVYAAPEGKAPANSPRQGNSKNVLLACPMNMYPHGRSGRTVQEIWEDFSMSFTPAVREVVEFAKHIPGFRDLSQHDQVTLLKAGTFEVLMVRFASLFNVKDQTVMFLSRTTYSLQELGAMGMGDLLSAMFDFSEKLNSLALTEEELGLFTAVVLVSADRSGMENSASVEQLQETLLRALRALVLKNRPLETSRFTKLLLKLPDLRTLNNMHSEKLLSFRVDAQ
# PG9 binder: PG9 antibody binding by small molecule | hit rate 0.43% among 360,000 | AID 624416 | TR-FRET gp120-PG9 antibody binding | inhibition, % at 6.7 µM; in the data active means inhibition above about 8.5%
# TCR CD3 inh: blocks the human TCR-CD3 interaction | TAMRA-labeled TCR probe fluorescence, biochemical | inhibition, % at 9.4 µM | hit rate 0.37% among 360,000; in the data active means inhibition above about 19%;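 further: recombinant mutant TCR 2C K166C tagged with TAMRA read by polarization; 0% = receptor in buffer alone and 100% = receptor with positive control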
# mABHD4 FP: inhibitors of mouse ABHD4. Q8VD66. purified mABHD4, FP-Rh probe fluorescence polarization. inhibition, % at 8.92 µM. hit rate 0.54% among 370,000;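 active means inhibition exceeding the mean over every tested compound plus 3 SD, cut at about 30% in these data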;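 further: 0% = plate median of compound wells and 100% = S159A mutant with DMSO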
# Target sequence (Q8VD66 whole entry, looked up): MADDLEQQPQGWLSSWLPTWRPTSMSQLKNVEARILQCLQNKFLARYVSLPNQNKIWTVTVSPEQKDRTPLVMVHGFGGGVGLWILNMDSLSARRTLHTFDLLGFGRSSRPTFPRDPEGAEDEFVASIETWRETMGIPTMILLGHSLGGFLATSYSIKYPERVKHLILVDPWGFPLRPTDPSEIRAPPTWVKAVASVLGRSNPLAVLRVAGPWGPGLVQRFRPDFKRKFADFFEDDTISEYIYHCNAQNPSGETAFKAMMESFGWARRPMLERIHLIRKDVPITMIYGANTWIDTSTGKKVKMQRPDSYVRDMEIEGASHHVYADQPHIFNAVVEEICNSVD
#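 System: mouse ABHD4 enzyme, wild type / Medium: HEPES pH 7.0, NaCl, Pluronic buffer / Reagent: FP-Rh activity-based fluorescent probe / Control set: S159A mutant high control, sample median low control / Detection: fluorescence polarization with parallel and perpendicular emission, 525/598 nm / Schedule: 45 min + 60 min at 25 °C / Compound dosing: 8.92 µM, single dose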
# rCAG binder: r(CAG) repeat RNA binding; TO-PRO-1 dye displacement fluorescence; hit rate 1.3% among 370,000; inhibition, % at 3 µM;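 active means inhibition above the plate cutoff, the mean of all test compounds on that plate plus 3 SD, cut at about 35% in these data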;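 further: 0% = DMSO alone and 100% = 100 µM mitoxantrone as full dye displacement; higher means more dye released from RNA so lower well fluorescence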
# PRMT1 inh: inhibitors of human PRMT1; inhibition, % at 2.79 µM; hit rate 1.3% among 370,000; recombinant PRMT1, activity-based probe fluorescence polarization; Q99873;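 active means inhibition above about 21% made by adding two undisclosed values, limit read from the data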
# * marks the source's active call; other numbers are inactive results; nt = not tested or not shown. A portion of the library, so the mix of outcomes need not match the whole.
SMILES,MBD2 DNA inh,HTRA1 inh,LEDGF integ inh,UHRF1 binding,NR1D1 modulator,PG9 binder,TCR CD3 inh,mABHD4 FP,rCAG binder,PRMT1 inh
COc1ccc2[nH]c3c(NCCC4=CCCCC4)ncnc3c2c1,0,1,2,-2,-4,0.7,0,39*,5,-4
O=C(Cc1ccccc1)N/N=C/c1cc(Br)cc(Cl)c1O,1,18,-6,58*,5,1.5,30*,5,14,0
O=C1CC(c2ccco2)CC(O)=C1C=Nc1cc(Cl)ccc1O (configuration not stated),4,21,34*,21*,-14,-1.4,9,25,37*,12
CCN(CC)CCN1C(=O)C(=O)/C(=C(/O)c2ccc(OC(C)C)cc2)C1c1ccncc1 (configuration not stated),2,2,-3,4,-4,0.5,-4,-2,2,0
Cc1cccc([N+](=O)[O-])c1NC(=O)COC(=O)c1nc2nccc(C)n2n1,-2,-1,0,-2,5,-0.3,3,-3,4,-1
CC1=C(C(=O)NC2CC(C)(C)Cc3c2cnn3-c2ccc(C)cc2)OCCO1 (configuration not stated),-5,-5,5,-4,-2,-0.8,4,5,-5,-1
COc1ccc2nc(NC(=O)c3cccc(-c4cc5ccccc5oc4=O)c3)sc2c1,1,-7,-2,6,-11,4.9,-3,3,4,3
CCOc1ccccc1C(=O)Nc1cnn(Cc2ccc(F)cc2)c1,6,-8,3,5,-2,-1.2,-5,7,-7,0
Cc1nn(CCC(=O)NNC(=S)NCC(C)C)c(C)c1Br,2,7,-1,1,-1,1.2,-6,7,-3,1
O=C(COC(=O)C1CC2CCCC(C1)C2=O)Nc1ccc(Cl)cn1 (configuration not stated),-1,2,1,-2,-3,0.4,-5,8,3,0
CSc1nc2n(n1)C(c1ccccn1)C1=C(CC(C)(C)CC1=O)N2 (configuration not stated),-1,-1,0,4,-2,0.9,3,-2,-2,-1
Cc1ccc(C(=O)NC(=S)Nc2ccc(NC(=O)c3cccc(Cl)c3)cc2)cc1,1,-1,1,5,-2,-0.8,1,0,4,-3
CN(C)CC(O)COC(c1ccc(Cl)cc1)c1ccc(Cl)cc1 (configuration not stated),2,2,4,-2,-8,0.4,7,6,0,-3
CS(=O)(=O)N1Cc2ccccc2CC1C(=O)OCC(=O)NCc1ccccc1 (configuration not stated),2,0,-2,1,11,0.6,-4,3,5,3
CC(C)(C)c1ccc(C2(C)NC(=O)N(CC(=O)NC3CCS(=O)(=O)C3)C2=O)cc1 (configuration not stated),-2,4,2,-2,-1,-1.8,4,4,-5,-1
Cc1cn(C2OC(COC(=O)c3ccccc3)C(O)C2O)c(=O)[nH]c1=O (configuration not stated),5,1,1,4,3,0.8,-2,9,-3,0
CCc1noc(C)c1C(=O)Nc1cccc(S(=O)(=O)N(C)c2ccccc2)c1,-1,0,1,-2,-3,-1.2,2,-9,1,-1
CCOC(=O)N1CCN(CC(O)COc2ccc(-c3ccccc3)cc2)CC1 (configuration not stated),0,-3,-2,-1,9,-3.0,2,-6,-7,-4
CN(CCOc1ccccc1)C(=S)Nc1ccc(OC(F)F)cc1,-3,-6,4,-1,4,-1.5,-2,-4,0,-3
CCN(c1ccccc1)S(=O)(=O)c1cc(C(=O)NCC(c2ccc(OC)cc2)N(C)C)ccc1C (configuration not stated),2,-7,3,-1,0,0.1,0,23,2,-4
O=S(=O)(Nc1ccc(S(=O)(=O)N2CCOCC2)cc1)c1ccccc1,2,0,1,0,5,-0.6,0,2,5,2
O=C(CSc1nc(C2CC2)nc2ccccc12)Nc1cccc(O)c1,-6,-4,3,0,-12,0.3,2,0,5,-4
COc1ccc(OC)c(C2C(C(=O)Nc3ccc(F)cc3)=C(C)Nc3nc(CCCO)nn32)c1 (configuration not stated),0,5,-1,-3,11,-2.4,-6,1,2,-2
O=C(CN1C(=O)NC2(CCCCC2)C1=O)Nc1cc(C(F)(F)F)ccc1N1CCCCC1,-5,-10,5,0,-1,1.0,10,2,-1,-5
Cn1cccc1Cc1nnc(SCC(=O)NCc2ccco2)n1CCc1ccccc1,-1,-4,0,-1,2,-1.1,4,5,11,3
CC1=CCC(C(=O)O)C(C(=O)O)C1 (configuration not stated),-1,7,-6,-1,1,-0.6,3,6,4,0
CC1=Nc2cc(C(=O)N3CCCC3)ccc2Sc2ccc(C)cc21,1,-14,-1,-2,3,1.1,-5,-2,0,3
CC(=O)Nc1nc(COc2ccccc2)cs1,-1,1,5,0,0,-3.6,2,-3,3,3
Cc1cc(C)c(C#N)c(Nc2ccccc2)n1,3,5,-3,-5,3,0.0,1,-1,-5,-4
O=c1cc(CN2CCCCCCC2)c2c(ccc3ccccc32)o1,-3,nt,0,-5,-15,-1.2,-5,4,11,0
COc1ccc(-c2cccc(-c3cc(=O)oc4cc(OC)cc(OC)c34)c2)cc1,0,-46,1,1,5,0.7,5,-8,2,-2
CC1CCCCN1C(=O)c1cc(F)c(F)cc1Cl (configuration not stated),0,2,2,2,-9,0.1,-3,2,2,2
CCCn1c(CCC(=O)O)ccc1-c1ccc(F)cc1,0,1,0,-1,-7,0.9,-2,5,3,5
Brc1cccc(CN2CCN(c3ncc(Cc4ccccc4)cn3)CC2)n1,-7,nt,2,0,0,-0.1,11,-4,0,-1
Cn1cnc(S(=O)(=O)N2CCCCC2c2cc(C(=O)Nc3ccccc3Cl)no2)c1 (configuration not stated),-6,nt,2,0,2,-0.5,-1,-3,1,-3
Cc1ccc(-c2csc(NCCc3nc4cc(Cl)c(Cl)cc4n3CCOCCO)n2)cc1,1,-18,2,3,-1,1.6,-10,-11,17,5
COc1ccc(OC)c(NC(=O)C(CCS(C)(=O)=O)NC(C)=O)c1 (configuration not stated),-4,-4,0,-4,2,0.7,-1,1,0,1
CCCc1nnc(NC(=O)C(=O)NCCN(C)C)s1,-2,2,2,1,-2,-0.5,-2,-4,4,-1
COc1ccc(C2=NOC(C(=O)NCc3ccc(F)cc3)C2)cc1 (configuration not stated),0,1,-4,0,-5,0.5,-1,1,-5,0
O=C(O)CSc1nnc(-c2cc3ccccc3o2)n1-c1ccccc1,2,2,0,2,9,-0.7,7,2,9,0
COc1cc(NS(=O)(=O)c2ccc(NC(=O)CN3C(=O)c4ccccc4C3=O)cc2)ncn1,3,5,0,2,2,-3.5,1,1,10,1
CC1(C)Oc2ccc3ccc(=O)oc3c2C(/C=N/O)=C1Cl,5,5,-6,5,8,-0.8,-5,-11,0,12
COc1ccccc1Nc1nnc(Cc2ccccc2)c(=O)[nH]1,6,-5,-4,4,3,-3.3,1,-14,4,5
COc1ccccc1CNC(=O)c1cccs1,-3,4,4,0,-6,0.2,2,-2,4,-2
COc1cccc2cc(C(=O)NCc3ccc(Cl)cc3)c(=N)oc12,1,-1,2,1,9,-2.8,-8,0,2,-2
CCC(C)NC(=O)CC(NS(=O)(=O)c1ccc(C)cc1)c1ccc(OC)cc1 (configuration not stated),-1,2,3,0,-2,0.3,-2,0,2,0
Cc1ccc(S(=O)(=O)N(C)CC(=O)N2CCc3ccccc32)cc1,0,3,0,0,4,-0.2,-1,-4,-2,-3
COc1ccc(CCNC(=O)CN2C(=O)COc3ccc(S(=O)(=O)N4CCOCC4)cc32)c(OC)c1,-3,5,-1,-2,1,0.5,2,0,-5,-1
CCOC(=O)C1=C(CC)OC(N)=C(C#N)C1c1ccc(OC)cc1OC (configuration not stated),-2,4,2,-1,0,-0.1,2,-3,1,-2
Cc1ccc(NC(=O)CSc2nc(=O)n(CCCN(C)C)c3c2CCC3)c(C)c1,2,-3,0,20,-2,1.0,-1,-3,-4,-5
CCN(CC)CCN(Cc1cc2cc(C)c(C)cc2[nH]c1=O)C(=S)NCc1ccco1,0,-13,3,-2,-2,0.1,3,0,-4,-3
Cc1ccc2c(c1)N(C(=O)CCC(=O)NCCN1CCOCC1)CC(C)O2 (configuration not stated),2,-1,-4,-2,1,-1.6,-3,3,0,-2
COc1ccc(S(=O)(=O)n2nc(-c3ccc(Cl)cc3)cc2N)cc1,1,-23,5,3,1,0.0,5,-18,9,-2
COc1ccc(CNC(=O)[C@H](C)NC(=O)C2CC(=O)N(c3ccc(OC)cc3)C2)cc1 (some centres not stated),-5,0,-1,-1,1,1.2,7,2,-3,0
Cc1oc2cc(O)cc(C)c2c(=O)c1-c1cnn(-c2ccccc2)c1,4,-36,-4,-2,-5,-0.8,5,-47,7,1
CN1CCN(c2ccc(Cl)cc2NC(=O)c2ccc(=O)n(C)n2)CC1,0,0,-1,1,2,-0.5,-10,5,-8,6
CCOC(=O)c1oc2ccccc2c1NC(=O)c1cccc(OC)c1,1,-38,5,3,-7,-1.6,-1,-12,5,-1
CC(=O)Nc1cc(C)nn1-c1nc(C)cc(C)n1,1,0,0,1,2,0.3,5,1,1,-1
CCc1ccc(N(C(=O)CNC(=O)c2ccco2)C(C(=O)NC2CCCC2)c2ccncc2)cc1 (configuration not stated),1,-2,-1,-1,2,-0.2,2,4,-2,2
O=C(CN(Cc1ccco1)C(=O)CCC(=O)Nc1nccs1)NCc1ccccc1,-4,3,2,0,-2,-3.4,3,1,-2,-1

# Brought forward from above: five compounds, then new ones.
SMILES,MBD2 DNA inh,HTRA1 inh,LEDGF integ inh,UHRF1 binding,NR1D1 modulator,PG9 binder,TCR CD3 inh,mABHD4 FP,rCAG binder,PRMT1 inh
CN1CCN(c2ccc(Cl)cc2NC(=O)c2ccc(=O)n(C)n2)CC1,0,0,-1,1,2,-0.5,-10,5,-8,6
CCOC(=O)c1oc2ccccc2c1NC(=O)c1cccc(OC)c1,1,-38,5,3,-7,-1.6,-1,-12,5,-1
CC(=O)Nc1cc(C)nn1-c1nc(C)cc(C)n1,1,0,0,1,2,0.3,5,1,1,-1
CCc1ccc(N(C(=O)CNC(=O)c2ccco2)C(C(=O)NC2CCCC2)c2ccncc2)cc1 (configuration not stated),1,-2,-1,-1,2,-0.2,2,4,-2,2
O=C(CN(Cc1ccco1)C(=O)CCC(=O)Nc1nccs1)NCc1ccccc1,-4,3,2,0,-2,-3.4,3,1,-2,-1
COc1ccc(C(=O)N/C(=C\c2cccc3ccccc23)C(=O)N2CCN(C)CC2)cc1,-1,-2,3,2,-3,-1.8,-2,2,-2,0
O=C(Nc1ccccc1Cl)c1sccc1-c1ccccc1,1,-20,7,0,6,2.7,1,-16,-2,-7
Cn1c(=O)c2[nH]c(CCC3CCCC3)nc2n(C)c1=O,4,3,1,-1,8,-0.9,-4,0,1,-1
COc1ccc2c(c1)c(CC(=O)Nc1ccccc1OC)c(C)n2C(=O)c1ccc(Cl)cc1,-1,-33,0,-2,3,-1.5,-3,-21,6,-2
COC(=O)c1ccc(N2CCOCC2)c(NC(=O)c2cccs2)c1,-4,0,1,-1,0,0.2,1,1,-6,1
CCOc1cc(/C=N\NC(N)=O)cc(Br)c1OC(C)C,1,-11,-2,14,5,-2.2,9,1,0,1
CNc1c(NS(=O)(=O)c2ccc3c(c2)CCCC3)c(=O)oc2ccccc12,-1,6,5,2,-11,-0.3,-1,3,2,-9
COc1ccc(N2C(=O)CS/C2=N\C(=S)Nc2ccccc2)cc1,-1,-1,-6,-3,10,-33,2,3,6,3
CCOC(=O)Cc1csc(NC(=O)COc2ccc3c(c2)CCC3)n1,2,-13,4,4,4,-0.5,-4,3,-5,-2

# An excerpt of these results, field by field.
CC1CCCCN1C(=O)c1cc(F)c(F)cc1Cl (configuration not stated)
  MBD2 DNA inh = 0; HTRA1 inh = 2; LEDGF integ inh = 2; UHRF1 binding = 2; NR1D1 modulator = -9; PG9 binder = 0.1; TCR CD3 inh = -3; mABHD4 FP = 2; rCAG binder = 2; PRMT1 inh = 2

Cn1cccc1Cc1nnc(SCC(=O)NCc2ccco2)n1CCc1ccccc1
  MBD2 DNA inh = -1; HTRA1 inh = -4; LEDGF integ inh = 0; UHRF1 binding = -1; NR1D1 modulator = 2; PG9 binder = -1.1; TCR CD3 inh = 4; mABHD4 FP = 5; rCAG binder = 11; PRMT1 inh = 3
